PNC inhibitor = perinucleolar compartment assembly inhibition. PC3M PTB-GFP, PNC prevalence imaging, 16 h; stronger effect = lower value. activity change (PNC), negative = inhibition, % at 10 µM. 140,000 compounds, 3.1% hits. AID 2417;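 active means readout at or below -70, meaning at least 70% loss of cells showing the perinucleolar compartment, a nuclear body marking cancer cells; inconclusive means readout between -30 and a set limit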;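 further: plate controls were DMSO wells for no effect and camptothecin positive control wells for full effect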
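PC3M cells stably expressing PTB-GFP, 750–1000 cells/well, treated 16 h at 37 °C with compound (23 nl of library stock), in duplicate. After paraformaldehyde fixation and Hoechst stain, imaged at 20x; PNC prevalence scored by image analysis.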
12-hLO inh = inhibitors of human 12-lipoxygenase (ALOX12); purified 12-hLO, xylenol orange hydroperoxide absorbance; 150,000 compounds, 0.12% hits; Potency, µM (series often up to 57.1 µM), without a hit: at the top dose activity change, negative = inhibition, usual class: inhibitors; further: potency means the concentration at half of the fitted maximal effect; nearly all actives have a fitted effect of over 55% in size; many of its hits are not listed in these tables
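Lipoxygenase turnover measured by absorbance at 573 and 405 nm after Fe-XO development. Human 12hLO 150 nM, arachidonate 40 uM, pH 7.0 Hepes buffer with detergent; 15 min compound preincubation, 30 min reaction.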
IMPase inh = membrane-permeable compound that blocks inositol monophosphatase; P97697; CHO-M1 cells, IP1 accumulation, HTRF TR-FRET ratio; inhibition (IP1 accumulation), % at 46.1 µM; 120,000 tested, under 10 active; AID 901; active means well fitted curve in the direction sought with a large enough effect in the signal ratio, not every such curve was filed as active; inconclusive means small, poorly fitted or top-dose-only effect, or a change in a side signal; inactive means no such curve, though single readings can be large or run the other way; the % refers to the signal ratio;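 further: cells stimulated with carbachol in lithium chloride buffer; plate controls were DMSO basal wells for no effect and reference inhibitor wells for full effect; higher means more IMPase inhibition seen as more IP1 and lower FRET ratio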
Target sequence (P97697 whole entry, looked up): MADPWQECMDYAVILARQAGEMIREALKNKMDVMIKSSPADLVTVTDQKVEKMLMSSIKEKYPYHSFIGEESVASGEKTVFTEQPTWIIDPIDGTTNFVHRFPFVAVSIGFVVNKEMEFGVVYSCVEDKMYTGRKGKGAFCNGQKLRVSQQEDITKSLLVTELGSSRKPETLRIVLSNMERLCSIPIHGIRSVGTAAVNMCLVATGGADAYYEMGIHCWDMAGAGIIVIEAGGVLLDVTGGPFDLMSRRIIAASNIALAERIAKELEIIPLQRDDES
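Elevated IP1 in lysates lowers TR-FRET signal (665/620 ratio and 620 channel reported). Cells were CHO-M1, given carbachol (50 uM as added) plus 50mM LiCl, pH 7.4, 30 min, 37C; compounds titrated up to 46 uM; AC50 by Hill equation.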
15-hLO-2 inh = blocks human 15-lipoxygenase 2 activity; purified 15hLO-2, xylenol orange hydroperoxide absorbance; Potency, µM (doses to about 57.1 µM), inactives show at the top dose activity change, negative = inhibition, actives largely listed as inhibitors; 110,000 compounds, 0.56% hits; AID 881; further: potency means the concentration at half of the fitted maximal effect; nearly all actives have a fitted effect of over 60% in size; many of its hits are not listed in these tables
Target sequence (O15296 whole entry, looked up): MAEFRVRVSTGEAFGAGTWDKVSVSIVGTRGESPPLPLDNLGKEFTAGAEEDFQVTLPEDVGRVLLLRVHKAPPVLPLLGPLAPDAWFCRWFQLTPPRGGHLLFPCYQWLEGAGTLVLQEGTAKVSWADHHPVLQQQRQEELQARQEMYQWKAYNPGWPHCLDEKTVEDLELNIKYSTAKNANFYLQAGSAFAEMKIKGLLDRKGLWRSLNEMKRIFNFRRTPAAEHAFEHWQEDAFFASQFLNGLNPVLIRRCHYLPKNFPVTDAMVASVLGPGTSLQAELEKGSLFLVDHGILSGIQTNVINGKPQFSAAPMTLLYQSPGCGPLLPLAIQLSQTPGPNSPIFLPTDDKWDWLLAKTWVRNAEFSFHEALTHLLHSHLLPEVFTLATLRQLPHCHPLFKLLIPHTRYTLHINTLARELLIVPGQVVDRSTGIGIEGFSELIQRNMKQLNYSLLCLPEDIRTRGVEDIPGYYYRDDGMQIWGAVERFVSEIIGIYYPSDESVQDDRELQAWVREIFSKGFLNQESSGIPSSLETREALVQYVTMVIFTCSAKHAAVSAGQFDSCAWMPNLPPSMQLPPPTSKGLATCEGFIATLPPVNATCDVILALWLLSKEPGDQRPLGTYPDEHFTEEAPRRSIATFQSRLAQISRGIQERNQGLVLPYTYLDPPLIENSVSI
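Enzyme 50 nM, AA 45 uM, 25 mM Hepes pH 7.5 + 0.01% Triton X-100; cpd preinc 15 min RT, rxn 90 min RT; stop/detect with 200 uM XO + 300 uM Fe(II) in 50 mM H2SO4, 30 min; A573/A405.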
Starred values were filed as active, the others as inactive; [ ] = another dose, or the depositor's remark. Unless noted, the call rests on the fitted dose curve; in most records, active means well fitted curve in the direction sought with a large enough effect; inconclusive means small, poorly fitted or top-dose-only effect, or another doubt; inactive means no such curve, though single readings can be large; an effect the other way counts as inactive or inconclusive. Unless noted, on the % scale 0 is the no-effect control and ±100 the full control effect. An excerpt, so the mix of outcomes need not match the whole.

CCOC(=O)Cc1cc(=O)[nH]c(/N=C(\N)Nc2ccc(C)cc2C)n1 was read as PNC inhibitor -29, 12-hLO inh 4%, IMPase inh 4 and 15-hLO-2 inh 2%.
O=C1CC(c2cccc(Cl)c2)CC(O)=C1C=Nc1cccc(Cl)c1 (configuration not stated) was read as PNC inhibitor 5 and 12-hLO inh -1%.
`CCCc1cc2c(c(NC(C)=O)n1)c(=O)oc1ccccc12` gave PNC inhibitor inconclusive and 12-hLO inh -2%.
Screening O=C(NCc1ccco1)C1CC(c2cccc([N+](=O)[O-])c2)=NO1 (configuration not stated) returned PNC inhibitor 2, 12-hLO inh -12%, IMPase inh 4 and 15-hLO-2 inh -3%.
Screening O=C1c2ccccc2C(=O)N1Cc1nn2c(-c3ccc(Cl)cc3)nnc2s1 returned PNC inhibitor inconclusive, 12-hLO inh -3%, IMPase inh inconclusive and 15-hLO-2 inh -5%.
CC(C)Cc1nc(Cl)c(C#N)c2c1CCCC2 was read as PNC inhibitor -29, 12-hLO inh -1% and IMPase inh -3.
`CC(=O)Nc1ccc(NCN2C(=O)[C@@H]3[C@H]4CC[C@H](C4)[C@@H]3C2=O)cc1` gave PNC inhibitor 36, 12-hLO inh -1% and IMPase inh 6.
`CC1(C)CC2(CCO1)N1CC3(C)CN2CC(C)(C1)C3O` (configuration not stated) gave PNC inhibitor inconclusive, 12-hLO inh 6%, IMPase inh -7 and 15-hLO-2 inh 2%.
For CCCCN(C)/C=N/c1c(C#N)cnn1-c1ccc(C)cc1 the results were PNC inhibitor 1, 12-hLO inh 2%, IMPase inh 3 and 15-hLO-2 inh -3%.
`O=C(Nc1ccccc1)NC1CCS(=O)(=O)C1` (configuration not stated) gave PNC inhibitor 4, 12-hLO inh 0% and IMPase inh 1.
`Cc1cc(NC(=O)CSc2cn(CCNC(=O)c3ccccc3)c3ccccc23)no1` gave PNC inhibitor -30, 12-hLO inh -8%, IMPase inh 10 and 15-hLO-2 inh 2%.
For CN(C)C(=O)CSc1nnc(C23CC4CC(CC(C4)C2)C3)o1 the results were PNC inhibitor -6, 12-hLO inh -4%, IMPase inh -14 and 15-hLO-2 inh 5%.
For O=C(N1CCOCC1)C12CC3CC(C1)CC(n1cnc(Cl)n1)(C3)C2 the results were PNC inhibitor 59 and 12-hLO inh 5%.
For COC(=O)CCCCCN1C(=O)NC(CC2CC2)C(C(=O)OCc2ccccc2)=C1C (configuration not stated) the results were 12-hLO inh -6% and 15-hLO-2 inh -2%.
Cc1nn(-c2ccccc2)c(Cl)c1/C=N/NC(=O)C1COc2ccccc2O1 (configuration not stated) was read as PNC inhibitor 76 and 12-hLO inh 2%.
`Cc1cccc(-n2c3nc(=O)[nH]c(=O)c-3cc3cc([N+](=O)[O-])ccc32)c1` gave PNC inhibitor -16 and 12-hLO inh 0%.
CC1(C)CC(=O)c2cc(OCC(=O)N3CCOCC3)ccc2O1 was read as PNC inhibitor 2, 12-hLO inh -3%, IMPase inh -7 and 15-hLO-2 inh -8%.
For O=C1CCC(C(=O)OCC(=O)c2c[nH]c3ccccc23)=NN1 the results were PNC inhibitor inconclusive, 12-hLO inh 1% and IMPase inh 11.
Screening COc1ccc(NC(=O)CN2CCN(C3c4ccccc4-c4ccccc43)CC2)c(OC)c1 returned PNC inhibitor 63, 12-hLO inh 3%, IMPase inh 4 and 15-hLO-2 inh 20%.
Screening COc1ccc(-n2c(SCC(N)=O)nc3nc4c(cc3c2=O)COC(C)(C)C4)cc1 returned PNC inhibitor 1, 12-hLO inh -2%, IMPase inh -6 and 15-hLO-2 inh 5%.

Filtered by structure, the compounds so far containing an aryl thioether with sulfur outside any ring
`Cc1cc(NC(=O)CSc2cn(CCNC(=O)c3ccccc3)c3ccccc23)no1` gave PNC inhibitor -30, 12-hLO inh -8%, IMPase inh 10 and 15-hLO-2 inh 2%.
For CN(C)C(=O)CSc1nnc(C23CC4CC(CC(C4)C2)C3)o1 the results were PNC inhibitor -6, 12-hLO inh -4%, IMPase inh -14 and 15-hLO-2 inh 5%.
Screening COc1ccc(-n2c(SCC(N)=O)nc3nc4c(cc3c2=O)COC(C)(C)C4)cc1 returned PNC inhibitor 1, 12-hLO inh -2%, IMPase inh -6 and 15-hLO-2 inh 5%.

The list continues.
Cc1ccc(Cl)cc1N1CCN(C(CC(C)C)c2nnnn2CC2CCCO2)CC1 (configuration not stated) was read as PNC inhibitor inconclusive, 12-hLO inh -1%, IMPase inh 8 and 15-hLO-2 inh 14%.
Cn1cc([N+](=O)[O-])c(C(=O)Nc2ccc(-c3nc4ccccc4[nH]3)cc2)n1 was read as PNC inhibitor -9 and 12-hLO inh -2%.
Cc1cccc(C)c1OCC(=O)Nc1cccc(NC(=O)c2ccco2)c1 was read as PNC inhibitor -119*, 12-hLO inh 0% and IMPase inh inconclusive.
`Cc1ccc(S(=O)(=O)Cn2nnnc2CN(Cc2ccco2)Cc2cccs2)cc1` gave PNC inhibitor 12 and 12-hLO inh -8%.
For COc1ccc2c(c1)C(=O)N(c1ccccc1OC)C(=O)C2(C)C the results were PNC inhibitor -30, 12-hLO inh -9%, IMPase inh 9 and 15-hLO-2 inh 1%.
For O=C(CCc1nc2cccnc2n1Cc1ccccc1)N1CCOCC1 the results were PNC inhibitor -11, 12-hLO inh -2%, IMPase inh -3 and 15-hLO-2 inh 5%.
Screening O=C(O)C1C2C=CC(C2)C1C(=O)OCc1ccccc1 (configuration not stated) returned PNC inhibitor 55, 12-hLO inh 3%, IMPase inh -1 and 15-hLO-2 inh -6%.
For CCc1ccccc1NC(=O)CCN1C(=O)c2ccccc2C1=O the results were PNC inhibitor 14, 12-hLO inh 2%, IMPase inh 5 and 15-hLO-2 inh -2%.
For CCCN(CCC)c1nc2ccccc2nc1C(C#N)C(=O)OC(C)COC (configuration not stated) the results were PNC inhibitor 14, 12-hLO inh 1%, IMPase inh -6 and 15-hLO-2 inh 7%.
`CC(OC(=O)c1cc2sccc2n1C)C(=O)NCc1ccc2c(c1)OCO2` (configuration not stated) gave PNC inhibitor 19, 12-hLO inh -12%, IMPase inh inconclusive and 15-hLO-2 inh -5%.
`CCCn1c2ccccc2c2nnc(SCC(=O)Nc3cc(C)on3)nc21` gave PNC inhibitor -18, 12-hLO inh 1%, IMPase inh -5 and 15-hLO-2 inh -1%.
`O=C(Nc1ccccc1)c1cc(S(=O)(=O)N2CCSCC2)ccc1Cl` gave PNC inhibitor inconclusive and 12-hLO inh 1%.
For CC1(C)CC(=O)c2sc(NC(=O)CN3C(=O)CCC3=O)nc2C1 the results were PNC inhibitor 18, 12-hLO inh 1%, IMPase inh -4 and 15-hLO-2 inh 0%.
Screening N#C/C(=C/c1ccc(N2CCCCC2)o1)C(=O)Nc1ccc2ccccc2c1 returned PNC inhibitor -91* and 12-hLO inh 0%.
`O=C(COC(=O)c1cc(Br)c(Br)s1)NCCC1=CCCCC1` gave PNC inhibitor -1, 12-hLO inh -8% and IMPase inh -4.
`O=C1/C(=C/c2ccco2)N=C(N2CCCCC2)N1c1ccccc1` gave PNC inhibitor 27 and 12-hLO inh -4%.
`C=CCn1c(C)cc(C2=NNC(=NC(C)(C)C)SC2)c1C` gave PNC inhibitor inconclusive and 12-hLO inh -4%.
Screening O=C(NNC(=O)c1cccc2ccccc12)c1ccc(-c2ccccc2)cc1 returned PNC inhibitor 6, 12-hLO inh 5% and IMPase inh 11.
Screening Cc1ccc(CNC(=O)CCCC(=O)O)cc1 returned PNC inhibitor 30, 12-hLO inh 1%, IMPase inh inconclusive and 15-hLO-2 inh 0%.
For COC(=O)c1c(NC(=O)CN2CCN(c3ccccc3)CC2)c2c(C)cccc2n1C the results were PNC inhibitor 8, 12-hLO inh -1%, IMPase inh 13 and 15-hLO-2 inh -4%.

Three compounds from above, arranged by SMILES length, low to high:
`C=CCn1c(C)cc(C2=NNC(=NC(C)(C)C)SC2)c1C` gave PNC inhibitor inconclusive and 12-hLO inh -4%.
`CC(OC(=O)c1cc2sccc2n1C)C(=O)NCc1ccc2c(c1)OCO2` (configuration not stated) gave PNC inhibitor 19, 12-hLO inh -12%, IMPase inh inconclusive and 15-hLO-2 inh -5%.
For COC(=O)c1c(NC(=O)CN2CCN(c3ccccc3)CC2)c2c(C)cccc2n1C the results were PNC inhibitor 8, 12-hLO inh -1%, IMPase inh 13 and 15-hLO-2 inh -4%.

Additional results follow.
For O=C(Nc1cccnc1)c1cccs1 the results were PNC inhibitor -100*, 12-hLO inh 4%, IMPase inh 11 and 15-hLO-2 inh -1%.
Screening CCOC(=O)Nc1oc2ccccc2c(=O)c1C returned PNC inhibitor 56, 12-hLO inh 3% and IMPase inh inconclusive.
For C[C@H](CCC(=O)O)[C@H]1CC[C@H]2[C@H]3C(C[C@H](O)[C@]12C)[C@@]1(C)CC[C@@H](O)C[C@H]1C[C@H]3O (some centres not stated) the results were 12-hLO inh 1%, IMPase inh -1 and 15-hLO-2 inh -8%.
COc1cc(/C=N/n2cnnc2)ccc1OC(=O)c1ccncc1 was read as PNC inhibitor 21, 12-hLO inh -7%, IMPase inh -1 and 15-hLO-2 inh -1%.
CC1CCN(c2nc3ccccc3nc2N2CCC(C)CC2)CC1 was read as PNC inhibitor -5, 12-hLO inh -3%, IMPase inh -11 and 15-hLO-2 inh -2%.
Screening COc1cc(C2Sc3ccccc3NC3=C2C(=O)OC3)cc(OC)c1OC (configuration not stated) returned PNC inhibitor inconclusive and 12-hLO inh 3%.
For O=C(c1ccc(C(F)(F)F)cc1)N1CCC(=O)N([C@H](COCc2ccc(C(F)(F)F)cc2)Cc2ccccc2)CC1 the results were 12-hLO inh -5%[0.00818 µM] and 15-hLO-2 inh 5%[0.0915 µM].
For CCOc1ccc(S(=O)(=O)n2nnc3ccccc32)cc1C(C)C the results were PNC inhibitor 29, 12-hLO inh 4%, IMPase inh -4 and 15-hLO-2 inh 1%.
Screening COc1cccc(C(=O)C2CN(c3ccccc3)CC2c2ccc(Cl)cc2)c1 (configuration not stated) returned PNC inhibitor inconclusive, 12-hLO inh 4%, IMPase inh 8 and 15-hLO-2 inh -8%.
Screening CN(C)Cc1ccccc1Sc1ccc(Br)cc1 returned PNC inhibitor inconclusive and 12-hLO inh 2%.
Cc1ccccc1NC(=O)CSc1nnc(-c2ccccc2)n1-c1ccccc1 was read as PNC inhibitor 46, 12-hLO inh -7%, IMPase inh 2 and 15-hLO-2 inh -21%.
`N#C/C(=C1\CCCN1)c1ccc2ccccc2n1` gave PNC inhibitor 23, 12-hLO inh -13%, IMPase inh 7 and 15-hLO-2 inh -8%.
Cc1ccc(OCC(=O)N2CCC(N3CCCCCC3)CC2)cc1 was read as PNC inhibitor 26, 12-hLO inh 4%, IMPase inh -1 and 15-hLO-2 inh 5%.
CC(C)c1ccc(-c2nc(N3CCCCC3)[nH]c(=O)c2C#N)cc1 was read as PNC inhibitor -24, 12-hLO inh -4% and IMPase inh 6.
O=C(NCc1ccco1)c1ccccc1-c1ccccc1 was read as PNC inhibitor 13, 12-hLO inh 1%, IMPase inh -3 and 15-hLO-2 inh -2%.
Screening Cc1ccc2oc(=O)c3cnn(CC(=O)NCCCOC(C)C)c3c2c1 returned PNC inhibitor -11, 12-hLO inh 2%, IMPase inh 5 and 15-hLO-2 inh 5%.
For CC(C(=O)N=Nc1c(O)[nH]c2ccccc12)n1cnc2ccccc2c1=O (configuration not stated) the results were PNC inhibitor -23 and 12-hLO inh -1%.
Screening COc1ccc(-c2noc(CCC(=O)Nc3ccc(C)c(C)c3)n2)cc1 returned PNC inhibitor -4, 12-hLO inh -4%, IMPase inh 6 and 15-hLO-2 inh 3%.
Screening COc1cc([N+](=O)[O-])ccc1NC(=O)CCCOc1cccc(C)c1 returned PNC inhibitor -9, 12-hLO inh -3%, IMPase inh 2 and 15-hLO-2 inh -8%.

A section of the results above:
For O=C(Nc1cccnc1)c1cccs1 the results were PNC inhibitor -100*, 12-hLO inh 4%, IMPase inh 11 and 15-hLO-2 inh -1%.
Screening CCOC(=O)Nc1oc2ccccc2c(=O)c1C returned PNC inhibitor 56, 12-hLO inh 3% and IMPase inh inconclusive.
